Screening data: PubChem BioAssay, several laboratories
COUP-TFII inh – NR2F2 (human) inhibition, primary screen; 370,000 tested, 0.7% active; AID 686940; P24468; HEK293T NGFI-A luciferase reporter, luminescence; inhibition, % at 8.6 µM;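 active means inhibition above a per-plate cutoff, mean inhibition of test wells between control levels plus 3 SD, cut at about 38% in these data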;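 further: cells cotransfected with COUP-TFII expression vector driving the NGFI-A reporter; 0% = median of COUP-TF2 test wells and 100% = reporter-only cells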
NCOA2 inhibitor – inhibits human steroid receptor coactivator 2; 370,000 tested, 0.17% active; Q15596; inhibition, % at 9 µM; HEK293 GAL4-SRC2 luciferase reporter, luminescence;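 active means inhibition above the mean inhibition of all tested compounds plus 3 SD, set per campaign, cut at about 52% in these data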;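 further: 0% = DMSO treated cells and 100% = cells given Gossypol at 36 µM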
NOD2 RIPK2 PPI – blocks binding of human NOD2 to RIPK2. CHO BLA complementation NOD2-RIPK2, CCF4 ratio. inhibition, % at 4.98 µM. 360,000 tested, 0.38% active. AID 624267; in the data active means inhibition above about 21%;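 further: 0% = vehicle only and 100% = reference blocker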
Target sequence (O43353 whole entry, looked up): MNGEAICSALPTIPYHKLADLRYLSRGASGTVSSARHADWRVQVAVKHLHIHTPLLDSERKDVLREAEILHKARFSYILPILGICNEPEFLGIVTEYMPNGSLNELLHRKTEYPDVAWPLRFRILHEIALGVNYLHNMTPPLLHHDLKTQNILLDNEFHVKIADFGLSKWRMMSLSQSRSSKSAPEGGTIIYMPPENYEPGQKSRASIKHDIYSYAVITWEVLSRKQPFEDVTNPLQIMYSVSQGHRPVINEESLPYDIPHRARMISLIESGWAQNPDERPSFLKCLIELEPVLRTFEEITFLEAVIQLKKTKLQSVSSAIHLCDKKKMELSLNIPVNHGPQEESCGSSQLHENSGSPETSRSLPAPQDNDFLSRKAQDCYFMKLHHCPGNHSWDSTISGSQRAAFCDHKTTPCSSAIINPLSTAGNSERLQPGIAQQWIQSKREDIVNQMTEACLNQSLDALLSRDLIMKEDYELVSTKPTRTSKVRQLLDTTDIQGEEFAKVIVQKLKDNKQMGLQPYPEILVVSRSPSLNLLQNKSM
TLR9-MyD88 block – inhibitors of human TLR9-MyD88 binding. Q9NR96+Q99836. CHO BLA complementation TLR9-MyD88, CCF4 FRET ratio. inhibition, % at 4.98 µM. 340,000 tested, 0.21% active;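 active means inhibition above the mean over all tested compounds plus 3 SD, cut at about 21% in these data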;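 further: 0% = DMSO only wells and 100% = clavulanate BLA inhibitor control wells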
EBV LMP1 NFkB – reduces LMP1-driven NF-kappaB luciferase signal; 350,000 tested, 0.69% active; AID 504558; inhibition, % at 12.5 µM; LMP1-induced NF-kappaB luciferase reporter cells, luminescence; in the data active means inhibition above about 41%;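 further: 0% = neutral control wells and 100% = reference inhibitor control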
TWEAK-Fn14 inh – inhibitors of TWEAK-Fn14 interaction signaling | 360,000 tested, 2% active | inhibition, % at 10 µM | TWEAK-stimulated Fn14 reporter cells, luciferase luminescence, 8 h; in the data active means inhibition above about 50%
C8 TRAIL sens – caspase-8 TRAIL sensitization; NB7+C8 cells + TRAIL, ATPlite viability luminescence; inhibition (viability loss, TRAIL sensitization), % at 10 µM; 360,000 tested, 1% active;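 active means compounds causing at least 50% loss of cell viability in the single-dose screen, relative to plate controls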
TROY NFkB inh – inhibitors of TROY-dependent NF-kB signaling; Q293 LMP1-TROYcd NF-kB luciferase reporter, 4 h; inhibition, % at 10 µM; 360,000 tested, 0.98% active; AID 1347056;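 active means compounds whose plate-normalised and pattern-corrected inhibition of the luciferase reporter signal at the single screening dose is 50% or more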
NCOA1 inh – human NCOA1 inhibition; Q15788; HEK293 GAL4-SRC1 luciferase reporter, luminescence; inhibition, % at 3.6 µM; 360,000 tested, 0.12% active; AID 588354;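 active means inhibition above the campaign mean plus 3 SD, with each screening campaign given its own cutoff, cut at about 60% in these data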;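 further: 0% = DMSO treated cells and 100% = gossypol at 36 µM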
NCOA3 inh – inhibits human SRC3 coactivator; HEK293 GAL4-SRC3 luciferase reporter, luminescence; inhibition, % at 3.6 µM; 360,000 tested, 0.17% active; AID 588352;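 active means inhibition above a per-campaign cutoff, the mean of all compounds plus 3 SD, cut at about 60% in these data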;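 further: 0% = DMSO-treated cells and 100% = gossypol-treated cells at 36 µM; higher means less SRC3-driven luciferase light from the GAL4 reporter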
LRH-1 inv ag – inverse agonists of human LRH-1 (NR5A2). O00482. inhibition, % at 3.6 µM. AID 602396. HEK293T StAR-luciferase reporter, LRH-1 transfected, 24 h. 360,000 tested, 0.13% active;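 active means inhibition above the mean inhibition of all tested compounds plus 3 SD, cut at about 73% in these data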;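 further: 0% = DMSO wells and 100% = reporter-only cells lacking LRH-1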
Target sequence (O00482 whole entry, looked up): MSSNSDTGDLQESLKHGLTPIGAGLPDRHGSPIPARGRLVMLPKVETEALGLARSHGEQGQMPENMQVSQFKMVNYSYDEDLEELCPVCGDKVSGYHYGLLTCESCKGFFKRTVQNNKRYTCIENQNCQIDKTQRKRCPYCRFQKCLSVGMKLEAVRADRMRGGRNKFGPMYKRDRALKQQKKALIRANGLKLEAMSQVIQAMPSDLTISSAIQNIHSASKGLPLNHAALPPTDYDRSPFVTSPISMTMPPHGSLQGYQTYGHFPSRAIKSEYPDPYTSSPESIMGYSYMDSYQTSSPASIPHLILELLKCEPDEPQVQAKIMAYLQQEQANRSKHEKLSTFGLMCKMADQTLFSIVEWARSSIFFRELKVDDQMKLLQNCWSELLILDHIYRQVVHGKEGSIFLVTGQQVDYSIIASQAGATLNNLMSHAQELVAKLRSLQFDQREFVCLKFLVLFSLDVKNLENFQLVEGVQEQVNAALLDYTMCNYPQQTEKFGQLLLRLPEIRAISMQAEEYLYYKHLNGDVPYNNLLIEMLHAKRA
* marks the source's active call; other numbers are inactive results; . = no result given.

structure	COUP-TFII inh	NCOA2 inhibitor	NOD2 RIPK2 PPI	TLR9-MyD88 block	EBV LMP1 NFkB	TWEAK-Fn14 inh	C8 TRAIL sens	TROY NFkB inh	NCOA1 inh	NCOA3 inh	LRH-1 inv ag
CC(Oc1ccccc1)C(=O)NC1C(=O)N2C1SC(C)(C)C2C(=O)O (stereo unspecified)	0.1	24.7	-11.0	-13.9	9.2	-1.9	-0.8	4.0	-6.1	13.1	13.4
Cc1cc(C)c(OCCCn2ccnc2)c(C)c1	12.1	9.7	-6.2	9.5	11.6	5.9	-1.8	6.5	1.1	-11.7	2.4
CCOc1ccc(CNCc2ccccc2Cl)cc1	-24.2	-4.2	-3.7	6.4	0.2	-14.6	-3.6	-31.6	-19.2	-12.7	-25.8
N#CCC(=O)NNc1c([N+](=O)[O-])cc(C(F)(F)F)cc1[N+](=O)[O-]	16.2	9.3	-4.3	.	5.0	12.7	-8.3	1.6	11.5	3.7	11.6
O=C(COC(=O)c1ccc([N+](=O)[O-])cc1Cl)Nc1cccnc1Cl	-1.9	-10.6	1.7	2.4	0.5	-11.3	11.3	-24.6	-0.8	14.1	-8.2
COC(=O)c1ccc(NS(=O)(=O)c2ccc(-c3cc(C)no3)s2)cc1	-19.1	-29.1	-2.8	1.6	4.2	0.7	-5.7	2.9	-5.3	-3.2	17.1
O=C(CC1SC(=Nc2ccc(O)cc2)NC1=O)Nc1ccccc1 (stereo unspecified)	.	.	-9.3	6.0	-1.0	-4.0	24.5	-1.4	-12.7	10.6	-8.5
C[C@H]1CCC(=O)N([C@H](COc2ccccc2)Cc2ccccc2)CC1	-2.2	20.4	-4.5	-1.8	4.2	-6.9	6.1	10.3	5.5	14.6	19.9
Cc1ccc2nc(-c3cccc(NS(C)(=O)=O)c3)cc(-c3ccccc3)c2c1	-12.4	22.6	6.3	2.3	-9.3	7.5	-6.4	-7.8	7.5	19.2	-7.1
COc1ccc2oc(C(=O)OCC(=O)N3CCCCC3)c(C)c2c1	-18.9	-34.1	-5.1	-1.7	-17.8	-9.3	8.4	-32.8	-51.5	-31.0	-50.2
COc1cc2c(cc1NC(=O)CSc1ccccc1)oc1ccccc12	-10.8	-5.3	0.3	-1.4	-4.1	-0.3	-4.5	-36.8	-9.3	-7.7	10.2
CCOC(=O)Cc1c(C)nc2cc(C)nn2c1C	1.7	-11.4	-18.1	-6.8	2.3	-14.7	-6.6	-1.1	-7.9	-1.1	2.8

Shown field by field: part of the list above.
> Cc1cc(C)c(OCCCn2ccnc2)c(C)c1
  COUP-TFII inh: 12.1	NCOA2 inhibitor: 9.7	NOD2 RIPK2 PPI: -6.2	TLR9-MyD88 block: 9.5	EBV LMP1 NFkB: 11.6	TWEAK-Fn14 inh: 5.9	C8 TRAIL sens: -1.8	TROY NFkB inh: 6.5	NCOA1 inh: 1.1	NCOA3 inh: -11.7	LRH-1 inv ag: 2.4
> COC(=O)c1ccc(NS(=O)(=O)c2ccc(-c3cc(C)no3)s2)cc1
  COUP-TFII inh: -19.1	NCOA2 inhibitor: -29.1	NOD2 RIPK2 PPI: -2.8	TLR9-MyD88 block: 1.6	EBV LMP1 NFkB: 4.2	TWEAK-Fn14 inh: 0.7	C8 TRAIL sens: -5.7	TROY NFkB inh: 2.9	NCOA1 inh: -5.3	NCOA3 inh: -3.2	LRH-1 inv ag: 17.1
> N#CCC(=O)NNc1c([N+](=O)[O-])cc(C(F)(F)F)cc1[N+](=O)[O-]
  COUP-TFII inh: 16.2	NCOA2 inhibitor: 9.3	NOD2 RIPK2 PPI: -4.3	TLR9-MyD88 block: .	EBV LMP1 NFkB: 5.0	TWEAK-Fn14 inh: 12.7	C8 TRAIL sens: -8.3	TROY NFkB inh: 1.6	NCOA1 inh: 11.5	NCOA3 inh: 3.7	LRH-1 inv ag: 11.6

Other results:
structure	COUP-TFII inh	NCOA2 inhibitor	NOD2 RIPK2 PPI	TLR9-MyD88 block	EBV LMP1 NFkB	TWEAK-Fn14 inh	C8 TRAIL sens	TROY NFkB inh	NCOA1 inh	NCOA3 inh	LRH-1 inv ag
CC1CCN(C(=O)CSc2nnc(CN3CCOCC3)n2-c2ccccc2)CC1	6.8	2.6	6.0	-5.0	4.3	9.5	13.1	-6.0	5.8	10.9	8.8
O=C(NCc1ccncc1)C1CCN(S(=O)(=O)c2ccc(Cl)c(C(F)(F)F)c2)CC1	27.4	4.5	-8.6	-7.5	-7.5	-1.3	-4.4	-11.3	3.7	-2.7	5.2
Cc1ccc2ccc(C)[n+](CCCS(=O)(=O)[O-])c2c1	-7.7	-3.5	-5.4	-6.3	-2.0	-7.8	2.2	14.0	0.7	-6.4	18.2
CCSc1nnc(NC(=O)[C@@H](NC(=O)c2ccc(C(C)(C)C)cc2)C(C)C)s1	2.5	6.6	-4.6	-0.1	2.6	-8.8	26.9	5.5	-20.3	10.5	-8.9
c1cncc(CN=C2Nc3ccccc3CS2)c1	9.1	-89.7	-17.9	.	4.0	-10.5	-8.8	-10.8	-21.8	2.8	5.6
CCCc1nc(SCC(=O)N2CCCc3ccccc32)c2c(=O)n(C)c(=O)n(C)c2n1	.	.	-3.0	0.8	-0.7	46.2	37.6	48.3	4.0	-1.6	13.8
COc1cc(-c2ccc(N3C(c4ccsc4)=Cc4ccccc4C3CC(C)=O)cc2)cc(OC)c1OC (stereo unspecified)	-11.1	-5.3	-15.1	.	.	-3.3	9.9	4.0	.	.	26.1
O=C(Nc1nc2c(F)cccc2s1)c1ccc([N+](=O)[O-])o1	3.5	-34.5	-14.8	-2.3	-21.7	-11.1	-3.2	-37.7	10.3	-11.5	30.1
O=C(NC(=O)c1ccccc1)Nc1cccc(S(=O)(=O)N2CCCCC2)c1	5.5	0.6	-13.8	1.7	2.8	13.2	15.8	2.5	7.3	-6.1	3.0
Cc1cccc(N(CC(=O)NCc2ccc3c(c2)OCO3)C(=O)CCC(=O)Nc2ccccn2)c1C	-16.8	-4.4	-12.5	8.9	-0.9	22.5	10.1	-2.2	-9.4	-2.7	8.8
COc1ccc(COC(=O)N/N=C(\C)CC(=O)Nc2ccc(Cl)cc2)cc1	-8.6	-12.9	-2.7	-14.1	-15.2	-32.6	-3.0	-23.4	21.1	3.0	2.8
O=C(COc1ccccc1)NNC(=O)COc1ccc([N+](=O)[O-])cc1	-3.3	-44.5	-9.9	-6.1	2.7	8.4	-4.5	-42.7	3.4	1.4	3.2

Later entries.
structure	COUP-TFII inh	NCOA2 inhibitor	NOD2 RIPK2 PPI	TLR9-MyD88 block	EBV LMP1 NFkB	TWEAK-Fn14 inh	C8 TRAIL sens	TROY NFkB inh	NCOA1 inh	NCOA3 inh	LRH-1 inv ag
COc1ccc(NC(=S)N2CCC(C(=O)c3ccc(F)cc3)CC2)cc1	7.1	5.6	3.9	0.0	2.0	-13.2	5.8	-4.3	-9.0	-13.5	1.5
CCOC(=O)[C@]12CCCC=C1N(Cc1ccco1)C(=O)[C@H](CC(=O)N1CCCC1)C2	-15.3	-37.0	-6.2	.	.	35.8	-5.7	-14.2	.	.	-5.6
Cc1cc(=O)oc2cc(OCC(=O)N3CCOCC3)ccc12	10.4	-9.0	-3.7	2.8	-7.7	-23.5	-1.6	11.9	-0.2	-11.6	10.0
O=C(O)COc1c(-c2ccc(Cl)cc2)oc2ccccc2c1=O	9.7	8.8	3.2	2.8	-3.0	1.5	-3.8	2.3	7.1	9.5	11.8
CC12C=CC(=O)C=C1CCC1C3CCC(O)(C(=O)CO)C3(C)CC3OC312 (stereo unspecified)	-6.3	6.3	-1.0	6.2	-3.3	3.4	-6.8	0.1	-2.0	-4.4	-14.1
CC(=O)N(C)C[C@H]1Oc2ncc(Br)cc2C(=O)N([C@H](C)CO)C[C@@H]1C	4.8	-4.8	-6.6	3.8	-3.5	-11.2	-6.5	1.2	-15.0	5.4	-7.3
CCn1c(C(Cc2ccccc2)NC(=O)COC)nc2ccccc21 (stereo unspecified)	-14.0	3.5	10.3	4.4	11.8	16.2	10.2	-4.9	-22.6	-24.3	4.4
CCOC(=O)c1nc2sc3c(c2c(=O)[nH]1)CCC(C)C3 (stereo unspecified)	8.6	-11.7	-9.7	-0.9	-3.9	-19.3	-9.2	-35.6	-7.2	-7.4	-5.2
Cc1ccc(-c2nc3ccccc3[nH]2)cc1NC(=O)/C=C/c1ccco1	-29.8	-17.3	-10.3	-3.1	-37.0	-0.8	25.9	-36.0	-25.5	-11.9	-29.1
O=C(Nc1ccnn1C1CCN(Cc2ccccc2OC(F)F)CC1)c1cccnc1	5.9	11.4	3.5	5.7	2.9	-7.2	2.2	2.5	9.5	9.9	-1.3
CC(C)(C)[C@@H]1COC(=O)[C@@H](Cc2ccc(F)cc2)CC/C=C\C[C@@H](CC(=O)N(CCO)Cc2ccccc2)C(=O)N1	1.6	-20.4	10.5	2.9	-17.2	20.3	-4.0	-7.2	-2.2	12.7	-3.9
O=C(CSc1cccc[n+]1[O-])c1cccs1	-16.1	-16.8	-5.0	0.5	0.0	-11.2	-7.0	-13.9	-15.3	0.1	1.1

The list goes on.
structure	COUP-TFII inh	NCOA2 inhibitor	NOD2 RIPK2 PPI	TLR9-MyD88 block	EBV LMP1 NFkB	TWEAK-Fn14 inh	C8 TRAIL sens	TROY NFkB inh	NCOA1 inh	NCOA3 inh	LRH-1 inv ag
N#Cc1ccccc1NC(=O)C1SC(=Nc2ccccc2)C(C(=O)Nc2ccc(Cl)cc2)=C1N (stereo unspecified)	12.2	3.3	2.7	-0.4	32.0	-6.9	19.4	46.6	-11.3	19.9	2.0
CN1CCN(C2=Cc3ccc(Cl)cc3Sc3ccc(F)cc32)CC1	1.2	4.4	-7.1	8.1	-8.5	7.1	10.1	-14.6	2.8	8.5	20.1
C=CCn1c(-c2cccn(Cc3ccc(Cl)cc3Cl)c2=O)n[nH]c1=S	-1.7	-24.8	7.4	1.6	5.0	-3.2	25.4	2.6	-7.0	-13.6	1.5
CC(C)n1c(SCC(=O)Nc2ccccc2N2CCCCC2)nc2c1c(=O)n(C)c(=O)n2C	-3.1	-4.0	-4.4	7.1	-2.0	-20.6	11.6	3.6	-26.2	3.5	-5.1
O=C(Nc1ccc(Cl)c(Cl)c1)c1ccc(Cn2cc(Cl)cn2)cc1	-31.0	-17.2	-1.4	-2.4	-5.7	24.5	-1.4	27.1	-55.9	-48.8	-85.2
COc1cccc(CN(C)C(=O)c2cccc(S(=O)(=O)N3CCN(c4ccccc4)CC3)c2)c1OC	52.4*	-1.0	6.2	-8.6	17.4	22.8	13.0	5.3	3.9	32.0	3.0
Cc1ccc(-c2noc(CN(C(=O)C34CC5CC(CC(C5)C3)C4)C(C)C)n2)cc1	10.6	4.3	5.8	-5.3	-5.7	14.3	12.3	23.3	12.8	-8.8	4.3
O=C1CC(N2CCN(Cc3ccccc3)CC2)C(=O)N1CCc1ccccc1 (stereo unspecified)	13.1	0.2	2.1	-10.9	-6.7	-4.3	9.2	1.7	-1.0	-1.0	21.5

This is a subset. The share of hits here may be higher or lower than overall.
